mcGAS lum: mouse cGAS inhibition by luminescence; Q8C6L5; recombinant cGAS, Kinase-Glo ATP depletion luminescence; inhibition, % at 12.5 µM; 0.15% of 160,000 active; AID 1259399;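 note: 0% = negative control wells and 100% = reference inhibitor with no enzyme activity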
NPYLR7 ag: mosquito NPYLR7 agonism | HEK293T NPYLR7/Galpha15, GCaMP6s calcium fluorescence | activation, % at 10 µM | 0.15% of 270,000 active; in the data active = activation above about 40%;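 note: 0% = vehicle and 100% = reference agonist at the receptor; some compounds past the cut are filed as inactive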
hcGAS lum: blocks human cGAS activity | Q8N884 | recombinant h-cGAS, ATP depletion, Kinase-Glo luminescence | inhibition, % at 12.5 µM | 0.081% of 290,000 active;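 note: 0% = vehicle reaction and 100% = reaction without DNA for no activity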
Target sequence (Q8N884 whole entry, looked up): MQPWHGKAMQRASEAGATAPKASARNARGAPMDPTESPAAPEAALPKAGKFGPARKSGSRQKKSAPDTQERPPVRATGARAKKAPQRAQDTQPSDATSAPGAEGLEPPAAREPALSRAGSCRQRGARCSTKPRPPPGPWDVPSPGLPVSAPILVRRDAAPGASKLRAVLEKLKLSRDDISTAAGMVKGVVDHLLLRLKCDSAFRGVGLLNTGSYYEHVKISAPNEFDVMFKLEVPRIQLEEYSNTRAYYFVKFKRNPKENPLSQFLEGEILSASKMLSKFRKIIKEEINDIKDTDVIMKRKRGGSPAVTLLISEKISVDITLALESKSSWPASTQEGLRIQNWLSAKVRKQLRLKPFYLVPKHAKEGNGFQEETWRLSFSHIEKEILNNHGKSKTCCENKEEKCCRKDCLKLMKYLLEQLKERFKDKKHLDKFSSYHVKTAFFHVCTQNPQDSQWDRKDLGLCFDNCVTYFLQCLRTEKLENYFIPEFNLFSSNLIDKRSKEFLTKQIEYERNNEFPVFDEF
Numbers without * were called inactive; · = no result given; & = joins results of further samples. Cut-off read from the data, not from the text of the source, unless noted: active = inhibition above about 40%; inactive = the rest. No enrichment for hits; any-hit rate near 0.27%.

The line under a structure holds: mcGAS lum, NPYLR7 ag, hcGAS lum
COc1ccccc1-n1c(SCc2nc(C(=O)NCc3ccc(F)cc3)cs2)nnc1-c1ccncc1
  -4, -4, -4
O=C(c1coc(CN(CCc2c[nH]c3ccccc23)Cc2cccc(F)c2)n1)N1CCOCC1
  -4, 2, 0
NC(=O)CSc1ccccc1C(=O)Nc1ccc2c(c1)CCC2
  -4, 0, -5
CCn1c(=NC(=O)c2ccnn2C)sc2cc(SC)ccc21
  -7, ·, -4
CC(C)COc1ccc(C(C)(C)C(=O)OC2CCOC2)cc1 (centres undefined)
  ·, -1, -6
O=C(NC1CCN(c2ccccc2C(=O)NC2CCCc3ccccc32)CC1)c1cccc(Cl)c1 (centres undefined)
  -5, 0, -6
Cc1ccsc1CN(Cc1ccc(C#CCO)s1)C1CCCC1
  -13, -3, -11
O=C(c1cnnn1-c1ccccc1)N(Cc1ccccn1)CC1CCCO1 (centres undefined)
  1, -9, 0
C=CCCC(O)(CCC=C)c1ccc(CN(CCOC)Cc2cccs2)o1
  -4, 8, -3
CN(CC(=O)c1ccc(O)cc1)C(=O)c1cc2ccccc2n1C
  ·, -5, -1
Cc1cccc(NC(=O)Nc2ccccc2CS(C)(=O)=O)c1C
  ·, -1, -5
Cc1ccc(-c2cccc(CN3CCCC(O)(CO)CC3)c2)o1 (centres undefined)
  ·, 3, -2
CCN(CC)C(=O)Oc1ccc2c(ccn2Cc2ccc(Br)cc2)c1-c1cc(Cl)cc(Cl)c1
  -9, 15, -7
CC(=O)Nc1nc(=O)c2ccccc2s1
  ·, 5, 4
C=Cc1ccc(C(=O)N2CCCC(Nc3ccc(F)cc3)C2)cc1 (centres undefined)
  ·, -1, -13
Cn1c(=O)[nH]c(=O)c2c1nc(CN1CCOCC1)n2CCCc1ccccc1
  ·, 14, -13
CN1CCN(C(=O)c2cc3n(n2)CCN(Cc2c[nH]c4ccc(F)cc24)C3)CC1
  ·, 1, -9
CN(Cc1ccc2ccccc2n1)C(=O)c1cn(Cc2ccc(F)cc2Cl)nn1
  -11, 3, -10
CCC(=O)NCc1cccc(-c2ccc(OC)cc2OC)c1
  -17, 20, -4
Cc1cccn2c(CNC(=O)CSc3ncccn3)cnc12
  ·, -3, -2
Cc1cccc(-c2nc(C)c(C)c(N3CCN(C(=O)Nc4ccc(F)c(Cl)c4)CC3)n2)c1
  0, 0, -1
CC(CCCC(C)(C)O)CC1OCC(C)O1 (centres undefined)
  -7, -2, -21
COc1ccc(-c2nc(CSc3nccc(C(F)(F)F)n3)cs2)cc1OC
  -8, 2, -7
CC(=O)c1[nH]c(C)c(C(=O)NCc2cccnc2N2CCOCC2)c1C
  -10, 4, 1
COc1ccc(-n2nc(-c3ccccc3F)cc2C(=O)N2CCN(c3ccccc3Cl)CC2)cc1
  -3, -3, -7
COC(=O)N1CCC(O)(C#N)CN1C(=O)OC (centres undefined)
  ·, 4, -7
CN1C(=O)Cc2cc(S(=O)(=O)Nc3ccc(N4CCCC4=O)cc3)ccc21
  ·, 6, -7
COCCN(Cc1nc2sc(C(C)C)cc2c(=O)[nH]1)CC(O)c1ccccc1 (centres undefined)
  -2, 0, -4
O=C(CCCc1nc2ccccc2s1)NCCCCOc1ccccc1
  ·, 6, -6
Fc1ccc(Nc2nc(-c3cccs3)cs2)cc1
  ·, 1, -5
Cc1cc(C(=O)COc2ccc(Cl)c3c2C(=O)CC3C)c(C)n1-c1ccccn1 (centres undefined)
  ·, 0, -1
COc1ccc(NC2CC(=O)N(c3ccc(F)cc3)C2=O)cc1 (centres undefined)
  -7, -6, -5
COc1ccc(CC(=O)N(CC(=O)N2CCc3sccc3C2c2ccc(Cl)cc2)CC(C)C)cc1 (centres undefined)
  -5, -7, -13
CC1=NN(c2cccc(C(=O)O)c2)C(=O)/C1=C\c1cccs1
  34, -5, -7
CCN1CC(CN(C)Cc2cn(Cc3ccccc3)nc2-c2cc3ccccc3o2)CC1=O (centres undefined)
  ·, 0, -4
CCOC(=O)C1CCCN(C(=O)c2nn(-c3ccccc3F)c(=O)n(Cc3cccc(C)c3)c2=O)C1 (centres undefined)
  -3, 8, -1
NCC1CN(C(=O)CCCN2Cc3ccccc3C2)CCO1 (centres undefined)
  -16, 3, -4
CCn1c(=O)n(CC(O)c2ccc3c(c2)OCCO3)c2ccccc21 (centres undefined)
  ·, -6, 6
COc1ccccc1NC(=O)C1CC(=O)N(C)C(=Nc2ccc3c(c2)OCO3)S1 (centres undefined)
  -5, -8, -6
O=C(NCC1CN(Cc2ccccc2)CCO1)c1ccc2nc[nH]c2c1 (centres undefined)
  ·, 0, -1

Quoted at random: 7 compounds from above, in no set order.
The line under a structure holds: mcGAS lum, NPYLR7 ag, hcGAS lum
Fc1ccc(Nc2nc(-c3cccs3)cs2)cc1
  ·, 1, -5
COc1ccc(-c2nc(CSc3nccc(C(F)(F)F)n3)cs2)cc1OC
  -8, 2, -7
CC1=NN(c2cccc(C(=O)O)c2)C(=O)/C1=C\c1cccs1
  34, -5, -7
Cc1cc(C(=O)COc2ccc(Cl)c3c2C(=O)CC3C)c(C)n1-c1ccccn1 (centres undefined)
  ·, 0, -1
COc1ccc(NC2CC(=O)N(c3ccc(F)cc3)C2=O)cc1 (centres undefined)
  -7, -6, -5
CN1C(=O)Cc2cc(S(=O)(=O)Nc3ccc(N4CCCC4=O)cc3)ccc21
  ·, 6, -7
NCC1CN(C(=O)CCCN2Cc3ccccc3C2)CCO1 (centres undefined)
  -16, 3, -4

Remaining list, next part:
The line under a structure holds: mcGAS lum, NPYLR7 ag, hcGAS lum
COCCN(Cc1cccc(OS(=O)(=O)c2ccc(F)cc2)c1)C(=O)c1c(OC)cccc1OC
  -5, -11, -16
C=CCOC(=O)C1=C(C)N(Cc2ccccc2C#N)C(=O)CC1c1ccc(C)cc1C (centres undefined)
  -5, ·, -3
CCc1nc2ccc(C(=O)NCCN(C)C)cn2c1N(C)Cc1cccs1
  -3, 8, -6
Cc1ccc(-c2nc(CC(=O)Nc3cn(C)c(=O)cc3C)cs2)cc1
  ·, -5, 4
Cc1ccc(S(=O)(=O)Nc2cc(-c3ccco3)nn2C2CCS(=O)(=O)C2)cc1 (centres undefined)
  -8, 0, -5
Cc1cccc(NC(=O)Nc2c[nH]c3ccccc23)n1
  -8, 3, -4
CC(=O)N(Cc1cc(N)ccc1N(C)C)C(C)C(C)C (centres undefined)
  -6, 3, -2
Cc1cc(C)c(C)c(-c2nnc(NC(=O)CSc3nnc(N)s3)s2)c1C
  -4, -7, -8
Cc1cc(C)n(-c2nc3ccccc3n3cnnc23)n1
  ·, 12, -12
NC(=O)C1CCN(CC(=O)Nc2oc3ccc(Cl)cc3c(=O)c2-c2ccccc2)CC1
  ·, 9, -2
Cc1ccc(Nc2nc3c(C)cccn3c(=O)c2/C=N\O)cc1
  -10, -1, -3
Cc1nc2c(OCc3ccc4c(c3)OCO4)cccn2c1N(C)C(=O)CCC1CCCC1
  -2, 9, -3
OCCC1CN(CC2CCCCC2)CCN1CC1CCCCC1 (centres undefined)
  ·, 2, 3
COCCN1CC(C(=O)N2CCN(c3cccc(C)n3)CC2)CC1=O (centres undefined)
  -1, 2, 0
C=CCSc1nnc2n1CCN2c1ccccc1
  -6, 8, -4
O=C(NCc1cccc(C(F)(F)F)c1)c1ccc2sc([C@@H]3O[C@H](CO)[C@@H](O)[C@H]3O)nc2c1
  -6, 2, -7
O=C1/C(=C/c2ccc(O)cc2)NC(=S)N1c1ccccc1
  -7, 27, -3
CC(=Nc1ccc(N=C(C)C2=C(O)CC(C)(C)CC2=O)cc1)C1=C(O)CC(C)(C)CC1=O
  ·, 2, -2
Cc1nc2ccccc2nc1N1CCN(C(=O)Cc2ccc(F)cc2)CC1
  -7, 20, -3
COc1ccc(C(=O)C2CCCN(C(=O)CSc3nc(C)cs3)C2)cc1F (centres undefined)
  ·, 19, -5
CS(=O)(=O)c1ccc(Nc2nc(C(=O)NCc3ccco3)cs2)cc1
  ·, 11, -7
O=C1CC(C2(c3ccccc3)NC(=O)N(C3CC4COC(O4)C3=O)C2=O)C2COC1O2 (centres undefined)
  ·, 29, -10
CCN(CC)C(=O)Cn1cc(C(=O)N(C)Cc2cnccn2)nn1
  -13, -1, -1
Cc1csc(C2(NC(=O)Nc3cccc(C#N)c3)CCCC2)n1
  ·, 4, -9
Cc1ccc(C(=O)Oc2coc(CSc3ncccn3)cc2=O)cc1
  -3, -2, -3
O=C(N=Nc1c(O)n(Cc2ccc(Cl)cc2)c2ccccc12)C1CCCO1 (centres undefined)
  ·, 1, -1
CCOC(=O)C1(C)CCCCN1C(=O)c1ccc2ccccc2n1 (centres undefined)
  ·, -2, -9
O=C(Nc1cccnc1Cl)c1cnn2c(C(F)(F)F)cc(-c3ccc(Br)cc3)nc12
  -6, 14, -5
CCOC(=O)C1CCN(CC(=O)N2N=C(c3ccc(C)c(C)c3)CC2c2ccc(OCC)cc2)CC1 (centres undefined)
  -6, 3, -5
COc1ccccc1NC(=O)Nc1ccc(Nc2ccc(-n3nc(C)c(C)c3C)nn2)cc1
  4, -6, 3
O=C(C1CCOCC1)N1CCCCCC1C1CCN(c2nc3ccccc3s2)CC1 (centres undefined)
  ·, -3, 0
COc1ccc(OC)c2c1CN(c1snc(Cl)c1C#N)CC2O (centres undefined)
  -4, -1, -15
O=C(NNC(=O)C1c2ccccc2Oc2ccccc21)c1ccccc1F
  -17, 16, -7
COc1ccc(-n2c(SCCCCC(=O)N(C)CCc3ccc(OC)c(OC)c3)nnc2-c2ccccc2)cc1
  -7, 12, -6
CC(C)N(CC(N)=O)CC(=O)N(Cc1ccccc1)C(C)C1CC1 (centres undefined)
  ·, 8, -4
Cc1ccc(S(=O)(=O)N2CCN(CC(=O)NC3CCCCC3)CC2)c(C)c1
  ·, 1, -4
COc1ccc(OCC(=O)N2CCN(c3ccc(F)cc3)CC2)cc1
  ·, 10, -5
CCn1c(C)c(C(=O)CN(C(=O)c2cccc([N+](=O)[O-])c2)C2CCCCC2)c(C)c1C(=O)OC
  -4, -11, -7
CCCCCCCC(=O)NN=Cc1ccc([N+](=O)[O-])cc1
  -1, 4, -4
O=C(CN(c1cccc([N+](=O)[O-])c1)S(=O)(=O)c1ccccc1)NC1CCCC1
  ·, -5, 6

3 entries from above, ordered by heavy-atom count, lowest first:
The line under a structure holds: mcGAS lum, NPYLR7 ag, hcGAS lum
CC(C)COc1ccc(C(C)(C)C(=O)OC2CCOC2)cc1 (centres undefined)
  ·, -1, -6
O=C(c1cnnn1-c1ccccc1)N(Cc1ccccn1)CC1CCCO1 (centres undefined)
  1, -9, 0
NC(=O)C1CCN(CC(=O)Nc2oc3ccc(Cl)cc3c(=O)c2-c2ccccc2)CC1
  ·, 9, -2

The list continues.
The line under a structure holds: mcGAS lum, NPYLR7 ag, hcGAS lum
COC(=O)Cn1c(=NC(=O)c2ccc3ncsc3c2)sc2cc(OC)ccc21
  ·, 1, -7
Cc1ccc(S(=O)(=O)Oc2ccc(/C=C3\C(=N)N4N=CSC4=NC3=O)cc2Cl)cc1
  ·, -1, 1
OCCCn1cnc(-c2ccccc2)c1-c1ccc(Cl)s1
  ·, 18, -1
CC(C)S(=O)(=O)c1cccc(C(=O)N(Cc2ccncc2)c2nc3c(F)cccc3s2)c1
  -7, -5, -6
CCOc1ccc(C(=O)Nc2cccc(-c3nc4ccccc4o3)c2)cc1[N+](=O)[O-]
  -6, 10, -4
N#CCCN(Cc1cccnc1)C(=O)c1cc(-c2ccccc2F)nc2cc(-c3ccccc3)nn12
  -9, ·, -5
Nc1ncc(Br)nc1Br
  2, 5, -1
O=C(Nc1nn2cnnc2s1)C1CC=CCC1 (centres undefined)
  ·, 6, 1
CCOC(=O)c1nc(S(C)(=O)=O)ncc1Cl
  ·, 9, -6
O=C(CCC1CCN(C(=O)c2cn3ccsc3n2)CC1)NCc1cccnc1
  ·, 6, -6
Cc1nc(CCN)cc(N2CCC(N3CCCC3)CC2)n1
  ·, 7, -6
CCC(C)(C)C(=O)N1CCN(c2ccc(NC(=O)c3ccco3)cn2)CC1
  -8, 3, -7
CC(C)(C)c1ccc(NC(=O)CSc2nc3[nH]ncc3c(=O)n2-c2ccccc2)cc1
  -5, 2, -2
Cc1nnc(-c2cn(CC(=O)NC3CCCC3)c3ccccc23)o1
  -1, 8, 3
COc1ccc(CN(C(=O)Nc2ccc(C(F)(F)F)cc2)C(C)C)cc1OS(C)(=O)=O
  -6, -9, -18
CCc1ccc(C(=O)NNC(=S)Nc2sc(CC)cc2C(=O)OC)s1
  ·, -11, -6
CN(CCCCCCCCCCN(C)C(=O)Oc1cccc([N+](C)(C)C)c1)C(=O)Oc1cccc([N+](C)(C)C)c1
  ·, -3, -5
CCCC(=O)Oc1ccc(NS(=O)(=O)c2ccc(C)cc2)c2ccccc12
  ·, -7, 10
CC(C)COc1nc(-c2ccc(C(F)(F)F)cc2)n(-c2ccc(NC(=O)C3CCC3)cc2)n1
  -9, 31, -2
COc1c(N2CCNC(C)C2)c(F)cc2c(=O)c(C(=O)O)cn(C3CC3)c12 (centres undefined)
  ·, -7&-2, -1&0
CC1CC(=O)Nc2c1c(NC(=O)c1ccc(F)cc1F)nn2C (centres undefined)
  -11, -18, -3
CC(C)(CCl)C(=O)N1CCCN(c2nc(Cc3ccccc3)nc3c2cnn3-c2ccccc2)CC1
  0, ·, 3

Assay outcomes (PubChem)
